# Tn7 DDE FP = inhibitors of Tn7 peptide binding to fibrin DD(E), primary screen, biochemical, fluorescence polarization, human fibrin, Tn7 probe; Fibrinogen beta chain (Homo sapiens), P02675; FP displacement of FITC-Tn7 peptide from fibrin DD(E); 0% = median of compound wells per plate; inhibition, % at 8.3 µM; 370,000 compounds, 0.13% hits; AID 720508, 2013;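 active = inhibition above the mean of compounds falling within the control limits plus 3 SD of them, cut at about 14% in these data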;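 also: 0% = plate median of compound wells and 100% = 10 µM Aha-Tn7 peptide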
# Target sequence (P02675 whole entry, looked up): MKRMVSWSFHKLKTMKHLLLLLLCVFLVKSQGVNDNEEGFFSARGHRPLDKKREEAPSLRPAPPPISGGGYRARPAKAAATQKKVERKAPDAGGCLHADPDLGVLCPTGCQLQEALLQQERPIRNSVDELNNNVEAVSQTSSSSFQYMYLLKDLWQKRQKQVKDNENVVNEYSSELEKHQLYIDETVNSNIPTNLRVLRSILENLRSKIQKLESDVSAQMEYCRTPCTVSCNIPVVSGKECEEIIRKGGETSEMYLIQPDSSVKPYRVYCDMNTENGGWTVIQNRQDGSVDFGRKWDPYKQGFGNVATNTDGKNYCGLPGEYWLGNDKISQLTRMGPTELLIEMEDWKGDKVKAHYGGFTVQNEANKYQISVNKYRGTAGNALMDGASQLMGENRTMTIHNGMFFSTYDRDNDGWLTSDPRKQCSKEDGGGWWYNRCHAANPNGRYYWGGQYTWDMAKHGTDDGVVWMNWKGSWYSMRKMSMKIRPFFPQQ
#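 Assay system: Fibrin-DD(E) protein isolated from polymerized human fibrin clots; read-out basis: percent inhibition; medium: Tris/NaCl/CaCl2 buffer, pH 7.8; signal: FP measurement; incubation: 10 min plus 3 h, room temperature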
# ADAM10 inh = human ADAM10 inhibitors, primary screen, biochemical, QFRET, HTS | Disintegrin and metalloproteinase domain-containing protein 10 (Homo sapiens), O14672 | recombinant ADAM10, EDANS/DABCYL FRET peptide cleavage, 3 h | inhibition, % at 7 µM | 370,000 compounds, 0.62% hits;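 active = inhibition above a per-campaign cutoff equal to the mean of compounds falling between control-based bounds plus 3 SD, cut at about 20% in these data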;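 also: 0% = DMSO wells while the 100% control is not disclosed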
# TDP2 inh = human TDP2 enzyme inhibitors, primary screen, biochemical, epi absorbance, recombinant enzyme; Tyrosyl-DNA phosphodiesterase 2 (Homo sapiens), O95551; T5PNP hydrolysis, p-nitrophenol absorbance 415 nm; inhibition, % at 12.8 µM; 370,000 compounds, 0.34% hits; AID 720702, 2013;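 active = inhibition above the mean of all tested compounds plus 3 SD, set per campaign, cut at about 25% in these data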;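 also: 0% = DMSO with enzyme and 100% = buffer with substrate but no TDP2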
#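 Read-out basis: percent inhibition. System: recombinant human TDP2. Buffer or medium: Mg2+-containing Tris-HCl buffer, pH 7.5. Repeats: single replicate. Timing: reaction 2 h, 37 °C. Benchmarks: high control without enzyme, low control DMSO plus TDP2. Probe or stimulus: 5 mM T5PNP. Doses: 12.8 µM only. Measured by: epi absorbance of p-nitrophenol freed from T5PNP by hydrolysis.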
# Tn6 DDE FP = inhibitors of Tn6 peptide binding to fibrin DD(E), primary screen, biochemical, fluorescence polarization, human fibrin, Tn6 probe. Fibrinogen beta chain (Homo sapiens), P02675. Fibrin DD(E) TRITC-Tn6 fluorescence polarization displacement. inhibition, % at 8.3 µM. 370,000 compounds, 0.21% hits;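 active = inhibition above a per-campaign cutoff: mean of compounds within control limits plus 3 SD, cut at about 15% in these data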;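 also: 0% = median of all compound wells on the plate and 100% = blocking peptide control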
# ARFGAP1 inh = inhibitors of rat ARFGAP1 GAP activity, primary screen, biochemical, fluorescence polarization, GDP tracer; Arfgap1-stimulated ARF1 GTP hydrolysis, GDP FP detection; 360,000 compounds, 0.26% hits; inhibition, % at 16.5 µM; AID 651572, 2012; ADP-ribosylation factor GTPase-activating protein 1 (Rattus norvegicus), Q62848;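 active = inhibition above a per-plate limit, mean inhibition of low control wells plus 3 SD, cut at about 25% in these data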;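 also: 0% = DMSO wells with enzyme and 100% = wells lacking Arfgap1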
# Target sequence (Q62848 1-136 limits assumed): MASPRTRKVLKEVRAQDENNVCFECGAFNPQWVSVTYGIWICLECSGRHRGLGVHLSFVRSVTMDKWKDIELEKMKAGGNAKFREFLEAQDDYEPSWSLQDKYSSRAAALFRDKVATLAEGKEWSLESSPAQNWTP
#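 System: truncated rat Arfgap1 GAP domain / Medium: HEPES-based buffer, pH 7.5 / Also added: N-terminally truncated human ARF1-GTP substrate / Incubation: enzyme reaction 120 min at 25 °C after 20 min preincubation / Measured by: FP of antibody-bound GDP Alexa 633 tracer, ex 620/em 688 nm / Replicates: singlicate, each compound tested once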
# KLK7 zymogen act = proKLK7 zymogen activators, primary screen, biochemical, fluorescence intensity. purified proKLK7, EDANS-DABCYL substrate fluorescence; 100% is mature enzyme control, 0% vehicle. activation, % at 7 µM. 370,000 compounds, 0.9% hits. AID 652039, 2013;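 active = activation above the mean of all tested compounds plus 3 SD, computed per campaign excluding outliers beyond control limits, cut at about 13% in these data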
# ASAP1 inh = inhibitors of human ASAP1 ArfGAP activity, primary screen, biochemical, fluorescence polarization; Arf-GAP with SH3 domain, ANK repeat and PH domain-containing protein 1 (Homo sapiens), …; ASAP1-stimulated ARF1 GTP hydrolysis, GDP FP detection; inhibition, % at 16.5 µM; 360,000 compounds, 0.19% hits; AID 624377, 2012; in the data active = inhibition above about 25%;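 also: 0% = vehicle with enzyme and substrate and 100% = no enzyme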
# Target sequence (Q9ULH1 325-724 limits assumed): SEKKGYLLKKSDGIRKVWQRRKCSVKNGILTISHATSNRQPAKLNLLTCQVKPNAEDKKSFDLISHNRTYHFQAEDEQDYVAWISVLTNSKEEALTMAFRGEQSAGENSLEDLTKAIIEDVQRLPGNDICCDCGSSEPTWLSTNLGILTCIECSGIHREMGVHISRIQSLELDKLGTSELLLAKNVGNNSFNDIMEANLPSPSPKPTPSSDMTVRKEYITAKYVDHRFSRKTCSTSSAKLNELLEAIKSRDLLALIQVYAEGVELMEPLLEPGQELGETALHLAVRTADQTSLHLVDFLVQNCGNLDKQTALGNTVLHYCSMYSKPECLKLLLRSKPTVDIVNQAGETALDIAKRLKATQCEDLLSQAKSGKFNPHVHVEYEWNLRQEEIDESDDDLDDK
# ADAM17 inh = ADAM17 inhibitors, primary screen, biochemical, QFRET; Disintegrin and metalloproteinase domain-containing protein 17 (Homo sapiens), P78536; recombinant ADAM17, EDANS/DABCYL FRET peptide cleavage; inhibition, % at 6.95 µM; 370,000 compounds, 0.83% hits;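 active = inhibition above the mean of compounds lying between control limits plus 3 SD, set per campaign, cut at about 8.5% in these data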;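 also: 0% = DMSO-only wells as the low control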
# PLC-gamma1 inh = PLC-gamma1 enzyme inhibitors, primary screen, biochemical, fluorescence, purified enzyme; inhibition, % at 12.2 µM; AID 720700, 2013; fluorogenic substrate; 1-phosphatidylinositol 4,5-bisphosphate phosphodiesterase gamma-1 (Homo sapiens), P19174; 370,000 compounds, 0.84% hits; in the data active = inhibition above about 9.5%
# LEDGF integ inh = blockers of LEDGF/p75-dependent integrase strand transfer – biochemical, TR-FRET, high throughput, primary screen | AID 743269, 2014 | HIV-1 integrase (with human LEDGF/p75) | TR-FRET IN-LEDGF/p75 DNA integration, Eu/Cy5 | 370,000 compounds, 0.64% hits | inhibition, % at 3.7 µM;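 active = inhibition above the screen-wide mean plus 3 SD, cut at about 13% in these data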;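 also: signal is the Cy5 over europium emission ratio at 671 and 618 nm; 0% = plate median of compound wells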
# * hit, by the source's call; · = not tested or not shown. Outcome played no part in choosing rows. About 4.2% of those tested had a hit in this group.
no.	mol	Tn6 DDE FP	ADAM10 inh	ADAM17 inh	PLC-gamma1 inh	TDP2 inh	LEDGF integ inh	ASAP1 inh	ARFGAP1 inh	KLK7 zymogen act	Tn7 DDE FP
1	COc1ccc(CCNC(=O)C(C)OC(=O)c2nsc(Cl)c2Cl)cc1OC (configuration not stated)	7	5	-5	-2	-15	0	-11	-12	-0.8	6
2	CS(=O)(=O)N(Cc1ccc(Cl)cc1)c1ccc(C(=O)NCCSc2ccccn2)cc1	-2	2	-1	0	11	2	7	5	0.2	0
3	O=S(=O)(c1ccccc1)N1CCN(C2CCN(Cc3ccccc3)CC2)CC1	-4	10	-1	0	11	-1	16	10	0.4	7
4	Cc1[nH]c2ccc3ccccc3c2c(=O)c1C/C=C/Cl	-1	-24	-9	-2	-1	-2	-18	0	0.3	4
5	NC(=O)c1cc(NC(=O)COC(=O)CCCN2C(=O)c3cccc4cccc(c34)C2=O)cc(C(N)=O)c1	-4	-136	-31	-7	4	-1	-7	-3	3.4	-2
6	CCOC(=O)C1CCCN(Cc2nc(N)nc(Nc3ccc(Cl)cc3)n2)C1 (configuration not stated)	-5	4	-1	-7	-3	3	4	2	0.6	0
7	Oc1cc(NCCc2cccnc2)cc2cccnc12	-6	-53	-15	-70	15	18*	-9	-7	-5.2	-1
8	COc1ccc(S(=O)(=O)N(CC(=O)NCc2ccncc2)c2ccc(C)cc2)cc1OC	4	1	3	0	6	2	-2	2	0.2	-5
9	O=C(CSc1ncnc2c1oc1ccccc12)Nc1cccc(F)c1	-1	-12	-5	-21	-4	1	2	6	-0.2	0
10	O=C(c1ccccc1)N1N=C(c2ccccc2)CC1c1ccccc1 (configuration not stated)	-8	10	-8	0	-16	-1	0	17	-0.1	2
11	CCCCOc1ccc(-c2cnc3ccccc3n2)cc1	-1	-28	-12	-57	8	-1	-19	1	-8.0	0
12	COc1cc(NC(=O)Cn2c(-c3cncs3)nc3ccccc32)cc(OC)c1OC	-7	-5	1	5	6	0	2	14	-0.6	-3
13	Cc1cc(C)cc(NCc2cc3c(cc2[N+](=O)[O-])OCO3)c1	-2	-36	-12	-22	-16	3	-10	3	-0.5	-5
14	CC1CCCN(C(=O)COC(=O)Cn2cnc3ccccc32)C1 (configuration not stated)	-4	-7	1	-4	-8	8	10	-9	0.1	3
15	CCN(CC)c1ccc(C2CC(=O)Nc3cc(OC)c(OC)cc32)cc1 (configuration not stated)	-7	-1	2	-3	-13	-5	2	-8	-0.6	4
16	Cc1ccc(CNC(=O)CC2Nc3c4ccccc4nc(=S)n3C2=O)cc1 (configuration not stated)	3	-5	-6	-1	-5	2	-12	1	-0.7	8
17	Cc1cccc(-n2c(=O)[nH]c3c(C(N)=O)nc(C(C)C)nc32)c1	-1	-214	-71	-44	8	0	3	-1	-46	0
18	O=C(NCc1cccnc1)c1cc(C2CCCCN2S(=O)(=O)c2cccs2)on1 (configuration not stated)	2	-6	-2	-1	2	0	4	-1	-0.1	0
19	COc1cc(/C=c2\s/c(=C\C(=O)C(C)(C)C)[nH]c2=O)cc(OC)c1OC	-3	9	-1	-127	-11	1	5	-13	-0.2	-2
20	NS(=O)(=O)c1cccc(NC(=S)NCc2ccc3c(c2)OCO3)c1	-7	-4	-2	0	12	2	16	12	0.7	-3
21	COc1cccc(C(=O)/C=C/Nc2ccc(S(=O)(=O)Nc3cccc(C(C)=O)c3)cc2)c1	-16	0	3	-75	5	5	7	9	-1.4	-2
22	CCOC(=O)c1c(NC(=O)c2nn(CC)cc2Br)sc(C)c1C	-4	-28	-8	-29	3	1	13	-2	-150	4
23	COc1ccccc1NC(=O)CSc1nc2n[nH]c(C)c2c(=N)n1-c1ccccc1Cl	1	8	3	-4	4	-1	-8	-2	-0.9	8
24	C[C@@H]1C[C@H](O)c2cc(Cl)ccc2N1	-1	-11	-7	-15	3	-1	-2	2	0.4	-1
25	O=C(Nn1cnc2ccccc2c1=O)c1ccccc1F	1	0	-3	4	2	-2	12	9	0.1	0
26	CCOC(=O)Cn1nc(/C=C/c2ccc(OC)cc2)ccc1=O	2	-1	2	-234	-18	5	9	2	-0.6	-6
27	CC1(C)CC(=O)C2=C(C1)NC(Nc1nc3ccccc3o1)=NC21CCCC1	-6	5	-1	0	7	-1	5	-4	-0.2	3
28	CC(C)Oc1ccc(CCC(=O)NNC(=S)NCc2ccccc2)cc1	7	-6	-4	-3	-4	-5	18	6	-0.2	1
29	Cc1cccc(NC(=S)N2CCN(S(=O)(=O)c3ccc(F)cc3)CC2)c1	1	-4	-2	0	3	-4	-7	-3	0.4	2
30	Cc1nc(Nc2ccccc2)c2oc3ccc(Cl)cc3c2n1	7	-114	-25	-53	-8	0	15	17	-0.5	8
31	CCOC(=O)[C@H](O)[C@@H](O)c1cccc([C@H](O)[C@@H](O)C(=O)OCC)c1	7	-4	-3	3	0	1	2	-1	0.0	-4
32	Cc1ccc(OCCCCn2cnc3ccccc32)cc1	-1	1	-2	3	4	-2	-1	1	-0.7	0
33	COc1cc2c(cc1OC)C(C)N(C(=O)CCN1C(=O)C3C4C=CC(C4)C3C1=O)CC2 (configuration not stated)	8	-3	-3	2	6	3	0	-3	-0.1	-1
34	COc1ccc(CCN(C)C(=S)Nc2cccc(C)c2)cc1OC	6	-4	-2	1	1	-1	5	1	-0.7	8
35	CC(C)c1ccc(OC(=O)c2cccc(S(=O)(=O)N3CCN(C)CC3)c2)cc1	-3	10	-2	7	3	6	11	9	0.4	-2
36	Clc1ccccc1-c1nc2ccccc2c2nncn12	0	-14	-1	1	3	0	-5	0	-0.2	-4
37	Nn1c(-c2ccccc2)nc2cc(Cl)ccc2c1=O	-1	-2	4	3	2	6	12	4	0.5	-12
38	Cc1ccnc(NC(=O)c2cccc(NC(=O)COc3ccccc3)c2)c1	5	-2	-2	3	8	-2	-16	-1	-0.1	4
39	CCn1c(SCC(=O)Nc2ccc(N3CCOCC3)c(Cl)c2)nnc1-c1ccc(N)cc1	-1	-3	0	4	-4	-1	-4	0	1.1	-1
40	O=C(NCCc1ccco1)c1ccc(OCc2cn3ccccc3n2)cc1	-3	-4	1	-4	-14	4	-7	2	0.1	-7
41	O=C(CSc1nnc(-c2ccncc2)o1)c1ccc2c(c1)OCCO2	-1	0	-1	0	14	0	7	-8	0.0	3
42	Nc1ccccc1C(=O)NC12CC3CC(CC(C3)C1)C2	4	-91	-37	-64	7	0	-3	3	0.7	-3
43	CCn1c(=S)ccc2ccc(OC)cc21	-1	-114	-35	-8	2	-3	6	5	0.5	3
44	C[C@]12c3[nH]c4ccccc4c3CCN1C(=O)C(CC(=O)NCc1cccc(C(F)(F)F)c1)C[C@@H]2C(=O)N1CCOCC1 (some centres not stated)	-2	4	0	2	2	6	2	7	0.3	1
45	CCCCn1nnnc1NCc1cccnc1	3	8	-2	3	-2	0	3	11	0.3	4
46	Cc1cc(Oc2ccccc2)nc(SCC(=O)Nc2ccc(Cl)cc2Cl)n1	0	-5	-4	3	-3	-1	6	12	-0.1	1
47	Cc1cc(C)cc(NC(=O)OC2CC3CC2[C@H]2CCCCN2[C@H]3C)c1 (some centres not stated)	2	-2	4	6	-8	5	·	·	0.7	4
48	O=c1ccc2ccc(OCc3nnc(-c4ccccc4Br)o3)cc2o1	3	-72	-25	-16	-8	1	-7	4	-1.0	2
49	CS(=O)(=O)N1CCC(C(=O)Nc2ccc(Cl)c(Cl)c2)CC1	-3	-7	-2	-1	4	-4	-5	8	-0.5	-2
50	Cc1cccc(N2CCN(C(=O)CCN3C(=S)NC(C)(C)CC3C)CC2)c1C (configuration not stated)	-2	7	5	9	-22	1	5	8	0.1	-7
51	Cn1cccc1C(=O)OCC(=O)N1CCN(c2ccccc2)CC1	-2	-15	-8	3	-1	-6	7	16	-0.4	8
52	COc1cc(C(=O)COC(=O)C2CC2(Cl)Cl)cc(OC)c1OC (configuration not stated)	1	-1	-2	4	6	1	-7	-9	0.2	10
53	Cc1cc(NC(=O)c2ccccc2)sc1C	-5	-3	3	-3	-7	0	-2	10	-0.1	-6
54	CCCN(C(=O)c1ccc2c(SCC(=O)O)c3c(nc2c1)CCC3)c1cccc(C)c1	-4	4	1	-1	-11	3	-19	0	-0.4	13
55	COc1ccc(-n2nc(C(=O)NCC(=O)N3CCN(c4ccccn4)CC3)c3ccccc3c2=O)c(OC)c1	2	-2	-2	-7	-1	2	-3	-3	-0.6	4
56	O=C(CCn1cnc2ccccc21)N=Nc1c(O)[nH]c2ccccc12	-8	-5	-4	4	3	-1	-2	11	0.1	6
57	Cc1nc2ccc(C(=O)N/N=C/c3cc([N+](=O)[O-])ccc3O)cc2[nH]1	5	-3	1	0	-2	-4	14	2	0.1	-2
58	NC(=O)c1ccsc1NC(=O)COC(=O)c1nc(Cl)ccc1Cl	-3	-16	-6	-8	2	-3	3	-13	0.8	7
59	O=C(COC(=O)C1(c2ccccc2F)CCCC1)N1CCc2ccccc21	-8	-1	-1	1	-1	-2	8	5	0.1	6
60	CC(=O)c1ccccc1NS(=O)(=O)c1cccc2nsnc12	-4	8	2	4	-17	2	-1	8	0.0	-3

# Screening data: PubChem BioAssay, The Scripps Research Institute Molecular Screening Center
